From PubChem
RBBP9 inh – human RBBP9 inhibitors, primary screen, biochemical, fluorescence polarization, FP-Rh probe, HTS | inhibition, % at 7.94 µM | 220,000 tested, 0.2% active | recombinant RBBP9;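 active = inhibition above the campaign mean of all tested compounds plus 3 SD, cut at about 14% in these data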;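 note: plate controls were DMSO wells with RBBP9 for no effect and wells lacking RBBP9 protein for full effect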
Target sequence (O75884 whole entry, looked up): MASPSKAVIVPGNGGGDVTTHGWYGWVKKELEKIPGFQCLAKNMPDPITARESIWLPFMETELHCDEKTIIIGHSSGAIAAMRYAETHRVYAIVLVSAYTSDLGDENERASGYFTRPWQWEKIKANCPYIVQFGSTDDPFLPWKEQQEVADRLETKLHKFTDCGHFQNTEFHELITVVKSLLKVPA
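System: RBBP9 protein / Quantity: 2.5 µM RBBP9 dispensing solution, before mixing / Also added: Serine-hydrolase probe FP-Rh, 375 nM pre-mixing / Dosing: 7.94 µM single dose, 0.794% DMSO / Timing: enzyme-compound preincubation 30 min, then probe labeling 45 min, 25 °C / Signal: FP readout at 525/598 nm / Controls: DMSO-treated enzyme wells and wells lacking RBBP9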
S1P4 antagonist – S1P4 receptor antagonists, primary screen, cell-based. S1P4-expressing cells, antagonist mode, reporter read-out. inhibition, % at 4.98 µM. 220,000 tested, 0.26% active. AID 1510, 2009; in the data active = inhibition above about 29%;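 note: 0% = wells stimulated with agonist and 100% = vehicle wells without agonist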
Target sequence (O95977 whole entry, looked up): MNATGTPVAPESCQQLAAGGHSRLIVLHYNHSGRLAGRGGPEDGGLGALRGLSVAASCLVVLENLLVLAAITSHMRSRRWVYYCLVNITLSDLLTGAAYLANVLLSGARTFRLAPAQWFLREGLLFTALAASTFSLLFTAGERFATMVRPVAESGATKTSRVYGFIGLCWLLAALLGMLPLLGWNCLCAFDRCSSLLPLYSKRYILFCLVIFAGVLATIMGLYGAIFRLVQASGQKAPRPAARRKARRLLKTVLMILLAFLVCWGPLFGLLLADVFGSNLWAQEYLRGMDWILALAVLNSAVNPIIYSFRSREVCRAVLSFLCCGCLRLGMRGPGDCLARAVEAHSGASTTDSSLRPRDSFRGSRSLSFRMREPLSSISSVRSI
NPY-Y2 PAM-ag – NPY-Y2 potentiators or agonists, primary screen, cell-based; Neuropeptide Y receptor type 2 (Homo sapiens), P49146; cells expressing NPY-Y2, potentiator/agonist read-out; activation, % at 3.6 µM; 220,000 tested, 0.45% active; AID 1359, 2008; in the data active = activation above about 27%;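 note: cells stimulated with NPY near EC25 plus isoproterenol at EC100; 0% = vehicle plus submaximal agonist and 100% = vehicle plus saturating agonist; some results beyond the cut were filed as inactive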
NPY1 pot ag – NPY-Y1 receptor potentiators or agonists, primary screen, cell-based | 220,000 tested, 0.37% active | NPY-Y1 expressing cells, potentiator/agonist activation | activation, % at 3.6 µM | Neuropeptide Y receptor type 1 (Homo sapiens), P25929; in the data active = activation above about 33%, passing the limit was not always enough;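 note: cells stimulated with NPY at EC10 then isoproterenol at EC100; 0% = low agonist plus stimulus and 100% = saturating agonist plus stimulus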
Target sequence (P25929 whole entry, looked up): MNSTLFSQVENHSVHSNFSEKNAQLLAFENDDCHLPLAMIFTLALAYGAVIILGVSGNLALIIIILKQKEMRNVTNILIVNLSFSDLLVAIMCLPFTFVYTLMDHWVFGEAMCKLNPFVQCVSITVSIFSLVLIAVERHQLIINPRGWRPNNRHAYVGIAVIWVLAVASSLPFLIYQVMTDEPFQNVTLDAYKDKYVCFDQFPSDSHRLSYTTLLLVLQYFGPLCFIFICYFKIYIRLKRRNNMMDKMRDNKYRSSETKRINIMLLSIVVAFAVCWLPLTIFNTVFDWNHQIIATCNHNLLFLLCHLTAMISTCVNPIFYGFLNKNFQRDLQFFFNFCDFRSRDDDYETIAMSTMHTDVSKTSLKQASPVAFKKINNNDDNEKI
BaF3 tox – parental Ba/F3 cell viability inhibition, counter-screen for JAK2V617F inhibitor project, murine pro-B, CellTiter-Glo luminescence; inhibition, % at 5.6 µM; 220,000 tested, 1.1% active; CellTiter-Glo ATP luminescence;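 active = inhibition above a per-campaign cutoff, the mean inhibition of all tested compounds plus 3 SD, cut at about 27% in these data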;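 note: 0% = DMSO wells and 100% = JAK Inhibitor I control wells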
Ba/F3 V617F tox – reduced viability of JAK2V617F-dependent Ba/F3 cells, primary screen, JAK2V617F inhibitor project, cell-based, Ba/F3 EpoR-JAK2V617F, luminescence | ATP luminescence | inhibition, % at 5.6 µM | 220,000 tested, 1.1% active;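 active = inhibition above the campaign mean plus 3 SD over all tested compounds, cut at about 24% in these data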;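 note: cytokine-independent growth of Ba/F3 cells driven by EpoR plus mutant JAK2; 0% = DMSO-treated cells and 100% = JAK inhibitor I control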
S1P4 ag – S1P4 receptor agonists, primary screen, cell-based | S1P4-expressing cell line, agonist reporter assay | activation, % at 4.98 µM | 220,000 tested, 0.35% active | AID 1509, 2009; in the data active = activation above about 11%;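 note: 0% = DMSO vehicle and 100% = reference agonist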
NPY-Y1 antag – NPY-Y1 receptor antagonists, primary screen, cell-based | HEK293-CNG Y1 cells, membrane potential fluorescence; NPY at EC95, then isoproterenol | inhibition, % at 3.6 µM | 200,000 tested, 1% active | Neuropeptide Y receptor type 1 (Homo sapiens), P25929;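 active = inhibition above the campaign mean inhibition of all tested compounds plus 3 SD, cut at about 20% in these data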;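 note: 0% = DMSO wells given NPY plus isoproterenol and 100% = isoproterenol alone without NPY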
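Material: HEK293 cells co-expressing NPY Y1 receptor and cyclic-nucleotide gated channel. Timing: compound incubation 1 h at room temperature, readout 45 min post-stimulation. Signal: fluorescence, membrane potential probe.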
Runt-CBFb FRET – inhibitors of RUNX1 Runt–CBFb binding, primary screen, biochemical, FRET, Cerulean-Runt, Venus-CBFb, uHTS; Runt-related transcription factor 1 (Homo sapiens) + Core-binding factor subunit beta …; Cerulean-Runt/Venus-CBFb FRET ratio 530/480, 1 h; inhibition, % at 20 µM; 220,000 tested, 0.46% active; AID 1496, 2009;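 active = inhibition over about 50% at 20 µM in the single-dose screen, limit read from the data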;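 note: 0% = DMSO wells and 100% = excess unlabeled CBFb competitor control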
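Measured by: fluorescence energy transfer, 422 nm excitation, 530/480 nm emission; test system: Cerulean-tagged RUNX1 Runt domain (FRET donor) fusion protein; buffer or medium: Tris pH 7.5 buffer with BSA; compound: one dose, 20 µM compound, 1% DMSO; times: two 1 h room-temperature incubations shielded from light; benchmarks: unlabeled CBFb 5 µM, positive control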
The depositor's hits bear a star; nt = no result given.

SMILES	RBBP9 inh	S1P4 antagonist	NPY-Y2 PAM-ag	NPY1 pot ag	BaF3 tox	Ba/F3 V617F tox	S1P4 ag	NPY-Y1 antag	Runt-CBFb FRET
Nc1ncnc2c1nc(SCCO)n2Cc1ccccc1	-9	-9	14	21	5	0	0.6	9	-1
CC(C)(C)NC(=O)Cn1nnc(-c2ccccc2Cl)n1	-8	-8	9	2	10	1	0.8	4	0
CCOc1ccc(OCCOCCOc2ccccc2Cl)cc1	5	-6	-8	-37	3	-3	-1.6	4	0
COc1ccc(NC(=O)c2ccc(COc3ccccc3)o2)cc1	-9	12	-14	-8	8	1	0.1	5	-2
CCC(Sc1ccc2nnc(-c3ccc(OC)c(OC)c3)n2n1)C(=O)O (centres undefined)	8	-12	8	12	1	-4	0.6	6	0
CCOc1ccc(N2CC(C(=O)Nc3cccc(S(=O)(=O)N4CCCCC4)c3)CC2=O)cc1 (centres undefined)	0	-3	-4	8	8	6	1.1	-2	-1
Cc1ccc(Nc2cc(C)nn2-c2nc(C)cc(=O)[nH]2)cc1	2	92*	-30	-53	98*	100*	1.6	8	nt
CS(=O)(=O)N(Cc1ccccc1)c1ccc(C(=O)Nc2ccc3c(c2)OCO3)cc1	4	-2	-11	22	9	0	-2.3	-2	3
CCOC(=O)C(C)N1N=C(/C=C/c2ccc(C)cc2)CCC1=O (centres undefined)	2	-20	-21	2	1	-2	-0.3	4	-5
C/C(CC(=O)NCc1ccco1)=N\NC(=O)CC#N	-1	-1	-6	4	5	-1	0.3	6	0
COc1ccc(CN2CCCCC2C)cc1C (centres undefined)	-11	29	24	5	-1	-5	1.0	6	1
Nc1nonc1OCCN1CCN(c2ccc([N+](=O)[O-])c3cccnc23)CC1	-6	-17	-8	-3	6	3	1.0	nt	5
CCOC(=O)C1=C(CNC2CCCCC2)NC(=O)NC1c1cc(C)ccc1C (centres undefined)	-11	-11	-6	-15	1	-3	0.5	11	-4
C/C(=N\NC(=O)CNc1ccc(F)cc1)c1cc2ccccc2o1	-5	-4	18	20	1	-6	1.5	4	1
Cc1c(Cl)cccc1NC(=O)CCN1CCCC(C)C1 (centres undefined)	-9	-10	-1	-12	3	1	1.0	3	0
Cc1ccc(S(=O)(=O)N(CC(=O)N2CCCCCC2)c2ccccc2)cc1	4	1	-8	-37	4	2	2.5	11	-1
COc1ccccc1NC(=O)NCCc1c[nH]c2ccccc12	-6	3	-1	-24	2	-2	-0.1	nt	1
O=C(Nc1ccc2c(c1)OCO2)Nc1ccc(Cl)cc1Cl	-1	17	-2	-4	6	2	0.2	-1	3
CCOC(=O)N1CCN(CC(O)COCCC23CC4CC(CC(C4)C2)C3)CC1 (centres undefined)	-10	-7	-20	-11	3	-2	-1.7	9	-9
CCOc1cc(NC(=S)Nc2cccc(OC)c2)c(OCC)cc1NC(=O)C1CC1	-3	-1	6	-6	2	-3	0.0	-3	11
CCc1ccccc1NC(=S)N(Cc1cccs1)C1CCCC1	2	10	-12	-5	3	1	0.2	1	0
COc1cccc(C(c2nnnn2CCc2ccccc2)N2CCN(c3ccccc3)CC2)c1OC (centres undefined)	-3	-3	-1	13	4	-1	-0.4	15	-3
CN1CCN(C(=O)CSc2ccc(C(F)(F)F)cc2[N+](=O)[O-])CC1	-4	-10	11	-1	4	-1	1.0	-3	-2
Nc1scc[n+]1Cc1cccc2cccnc12	1	-14	-8	24	-7	-1	-0.5	nt	1
Fc1ccc(NCc2n[nH]c(=S)n2Cc2ccccc2)cc1	-10	-23	-2	16	0	-2	1.5	-5	5
Going on with the list:
SMILES	RBBP9 inh	S1P4 antagonist	NPY-Y2 PAM-ag	NPY1 pot ag	BaF3 tox	Ba/F3 V617F tox	S1P4 ag	NPY-Y1 antag	Runt-CBFb FRET
CN1CCCC(OC(=O)c2cc(Br)ccc2Cl)C1 (centres undefined)	-5	0	5	11	2	-3	-0.8	0	-1
Cc1ccc(Cl)cc1NC(=O)CC1NC2CCCCC2NC1=O (centres undefined)	4	-4	-9	-17	-2	-1	-0.3	4	-1
CCOC(=O)c1ccccc1NC(=O)CSc1nnc(COc2ccccc2)n1CC	-6	-3	6	-17	0	-2	-0.6	9	-3
CC1CCCCC1NC(=O)CSCC(=O)O (centres undefined)	-4	-2	-11	5	2	-1	-0.6	4	2
CC(C)(C)NC(=O)C(=O)N/N=C/c1cccs1	-5	-4	-9	9	4	-1	0.6	3	2
CC(NS(C)(=O)=O)C(c1cccs1)N1CCN(Cc2ccccc2)CC1 (centres undefined)	0	4	12	-5	-2	-4	-2.0	3	2
O=C(Oc1cccnc1)c1ccc(Cl)c(Cl)c1	6	-15	-7	-23	5	1	1.6	0	-1
O=C(COC(=O)c1ccccc1O)Nc1ccc(S(=O)(=O)N2CCCCC2)cc1	-15	-16	10	11	2	0	-1.2	-4	-2
Cc1sc(NC(=O)c2ccco2)nc1-c1ccc2c(c1)CC(C)N2C(=O)C1CC1 (centres undefined)	-5	-5	9	4	3	-1	-0.4	-2	3
Cc1ccc(NC(=O)CCn2c(=S)oc3ccccc32)cc1	-9	-17	-14	-1	5	2	1.7	-3	1
CCOC(=O)C1(CC2CC2)CCN(C(=O)c2ocnc2C)CC1	-3	10	-4	-3	6	3	0.2	-1	0
Cc1nn(CC(=O)c2ccc(Cl)s2)c(C)c1[N+](=O)[O-]	-4	-9	-19	-16	5	3	-1.9	-1	-1
Cc1ccc(C)c(N2CCN(c3ccncc3N)CC2)c1	0	-1	-6	-14	2	-1	1.3	nt	1
c1ccc(CSc2ccc(-c3cccs3)nn2)cc1	-7	-13	1	0	2	-4	2.4	1	-1
Cc1ccc(-c2nc(=S)c3c(n2Cc2ccco2)CC(C)(C)OC3)cc1	-12	3	1	-12	3	0	-0.2	17	12
COc1ccc(-c2cn[nH]c2-c2ccc(OCc3ccc([N+](=O)[O-])cc3)cc2O)cc1	-16	-12	6	-11	2	2	0.7	-1	1
Cc1ccc(CNC(=O)Cc2csc(Nc3nc(=S)[nH]c4ccccc34)n2)cc1	-7	-14	6	14	1	0	-0.1	-1	-23
c1ccc(N2CCN(c3ccccc3)C2c2cccs2)cc1	-7	-4	6	11	5	-2	1.3	5	1
Oc1ccc2ccccc2c1CN1CCOCC1	-1	3	-6	-5	-4	-2	-1.1	nt	18
Brc1c(CSc2nncn2-c2ccccc2)nc2sccn12	5	-12	-2	18	7	-4	-0.8	2	-1
C/C(N)=C(/C#N)C(=O)COC(=O)c1ccccc1C(=O)c1ccc(C)cc1	-3	-7	15	4	4	-2	1.3	2	-1
CCS(=O)(=O)NCC(c1cccnc1)N1CCN(c2ccc(OC)cc2)CC1 (centres undefined)	-6	4	-16	-16	10	4	-1.4	4	-1
O=C(c1ccncc1)N1CCN(C(=O)c2ccco2)CC1	-8	-15	5	-37	3	-2	0.3	-4	1
CCOc1ccc(CCNC(=O)c2cc3sc(Cl)cc3n2C)cc1OCC	1	5	3	0	2	-4	-0.1	13	-1
CCOC(=O)c1ccc(N2C(=O)CC(NC3CCN(C(=O)c4ccc(F)cc4)CC3)C2=O)cc1 (centres undefined)	-2	-8	-4	-33	1	-1	-0.9	1	0
Next section.
SMILES	RBBP9 inh	S1P4 antagonist	NPY-Y2 PAM-ag	NPY1 pot ag	BaF3 tox	Ba/F3 V617F tox	S1P4 ag	NPY-Y1 antag	Runt-CBFb FRET
Cc1ccccc1S(=O)(=O)NCc1cccnc1	-6	-9	5	-2	2	-2	1.4	1	0
CC1CCCC(NC(=O)c2ccc(CNc3c(N4CCCC4)c(=O)c3=O)cc2)C1C (centres undefined)	-1	2	-2	10	9	3	-1.0	2	-3
CCOc1ccc2[nH]c(=O)c(CN(CCN3CCOCC3)Cc3nnnn3C(C)(C)CC)cc2c1	2	-6	-3	-16	10	5	1.6	0	-4
Cc1cc(C)n(-c2ccc(C(=O)Nc3ccc4c(c3)OCO4)cc2)n1	1	-1	-7	-6	3	-2	-0.5	8	1
Cc1cc(C)nc(Nc2nc3ccccc3o2)n1	-3	-8	1	9	-1	0	0.4	nt	1
COc1ccc(C2CCCN2C(=S)Nc2cccc(C)c2C)cc1OC (centres undefined)	-2	7	3	6	2	-1	1.0	0	0
O=C(C1=C(O)C(=O)N(CCN2CCOCC2)C1c1cccnc1)c1cc2ccccc2o1 (centres undefined)	4	8	-9	-2	0	-3	0.9	0	7
COc1cccc(C(=O)Nc2ccccc2C(=O)N2CCCC2)c1	-8	1	6	1	2	-3	-0.7	4	4
CC12CCC(C(=O)Nc3cccnc3)(CC1=O)C2(C)C (centres undefined)	3	-10	-6	2	1	-3	-1.0	-1	1
CCN(CCCNC(=O)CCNC(=O)Cn1cnc2ccccc2c1=O)c1ccccc1	3	3	-18	-12	6	0	0.7	-2	-2
Cc1ccc(NC(=O)C(=O)NCC2CCN(C(=O)c3cccc([N+](=O)[O-])c3)CC2)cc1	-3	-9	-4	10	11	-2	0.4	-2	0
CCCc1cc(=O)[nH]c(SCCN2C(=O)c3ccccc3C2=O)n1	-8	2	-9	6	2	-4	0.1	0	3
O=[N+]([O-])/C(C(Cl)=C(Cl)Cl)=C(/NC1CC1)Sc1ccccc1	-5	-8	20	12	3	0	0.1	-1	8
O=C(Nc1cccc(C(F)(F)F)c1)C(Sc1cccc[n+]1[O-])c1ccccc1 (centres undefined)	-6	-12	6	0	9	3	-0.8	2	-2
CCN1CCc2nc(NC(=O)c3ccccc3)sc2C1	-4	-10	3	19	3	-1	3.0	2	44
NS(=O)(=O)c1ccc(NC(=S)Nc2nn(Cc3ccc(Cl)cc3Cl)cc2Cl)cc1	-5	-30	4	18	9	3	-0.5	2	0
CCOc1c2ccc(C(=O)NCc3cc(C(F)(F)F)cc(C(F)(F)F)c3)cc2nn1C	-5	3	5	12	2	-3	0.6	-2	-7

Random excerpt: 3 records from the list, in no set order.
SMILES	RBBP9 inh	S1P4 antagonist	NPY-Y2 PAM-ag	NPY1 pot ag	BaF3 tox	Ba/F3 V617F tox	S1P4 ag	NPY-Y1 antag	Runt-CBFb FRET
O=C(Oc1cccnc1)c1ccc(Cl)c(Cl)c1	6	-15	-7	-23	5	1	1.6	0	-1
Nc1nonc1OCCN1CCN(c2ccc([N+](=O)[O-])c3cccnc23)CC1	-6	-17	-8	-3	6	3	1.0	nt	5
Cc1nn(CC(=O)c2ccc(Cl)s2)c(C)c1[N+](=O)[O-]	-4	-9	-19	-16	5	3	-1.9	-1	-1

Hits appear at their usual frequency; 3.6% or so of the library scored in one or more.
